Bioassay records: PubChem BioAssay, National Center for Advancing Translational Sciences (NCATS)
MBNL1-CUG inh: blocks human MBNL1 binding to CUG repeat RNA | Q9NR56 | TR-FRET MBNL1-His/biotin-(CUG)12 binding, 665/545 ratio | Potency, µM (series often up to 57.5 µM), without a hit: top-dose activity change, negative = inhibition, usual class: inhibitors | hit rate 0.036% among 280,000; active means well fitted inhibition curve with a large enough effect in the signal ratio, with a control signal flat, not every such curve was filed as active; inconclusive means small, poorly fitted or top-dose-only effect, or effect the other way, or a change in a side signal; inactive means no such curve, though single readings can be large or run the other way; the % refers to the signal ratio; further: on the % scale 0 is the no-effect control and ±100 the full control effect
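MBNL1-His + Biotin-(CUG)12, cpd titration 92 nM–58 uM; Tb anti-His Ab 0.055 ng/ul, SA-XL665 5 nM (final); 60 min RT; ratiometric 665/545 nm, Ex 340 nm; normalized to buffer and full-complex controls.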
NPC1 prom act: activators of NPC1 promoter; Potency, µM (highest dose often 9.22 µM), for inactives: top-dose activation, most hits filed as activators; hit rate 2.4% among 320,000; Huh7 NPC1 promoter luciferase reporter, 24 h;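 further: % of control where 0% means no effect; nearly all actives have a fitted effect of over 60% in size; reporter is driven by a mutant NPC1 promoter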
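Huh7 cells stably carrying NPC1 promoter–luciferase, plated in Opti-MEM with 10% FBS for 2 h, were exposed to compound in DMSO for 24 h at 37 °C; luciferase reagent was added for 10 min and luminescence read.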
Rab9 promoter act: activators of Rab9 promoter; Huh7 Rab9 promoter-luciferase reporter, luminescence, 24 h; Potency, µM (top dose mostly 9.22 µM), for the others: at the top dose activation, negative = inhibition, most hits filed as activators; hit rate 2.8% among 320,000; AID 485297; further: % of control where 0% means no effect; nearly all actives have a fitted effect of over 60% in size
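Cells were plated at 1500 per well in reduced-serum medium with 10% FBS and left 2 h. Compound in DMSO was then added for 24 h at 37 °C. Reporter signal was read by luminescence after 10 min with luciferase detection reagent.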
BRCA1 expr act: BRCA1 expression activation. MCF7-BRCA1-FFLuc reporter, luminescence, 48 h; response scale: scaled: vehicle 0%, 10 µM genistein 100%. Potency, µM (top dose mostly 46.1 µM), inactives show top-dose activation, actives largely listed as activators. hit rate 1.1% among 380,000; further: nearly all actives have a fitted effect of over 80% in size; some results filed as inactive show a strong effect at the top dose
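MCF7-BRCA1-FFLuc cells, 2000/well in phenol-red-free MEM, attached 2 h then treated 48 h at 37 C. Luciferase luminescence read 15 min after reagent; normalized to genistein maximum activation (10microM) and DMSO, concentration-response fitted.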
MLL CXXC-DNA inh: MLL CXXC-DNA interaction inhibition. Q03164. MLL-CXXC / FITC-HOXA9 DNA fluorescence polarization. Potency, µM (doses to about 115 µM), for the others: top-dose activity change, negative = inhibition, hits mostly inhibitors. hit rate 0.037% among 290,000. AID 2662; active means well fitted inhibition curve with a large enough effect in the polarisation, with a control signal flat, not every such curve was filed as active; inconclusive means small, poorly fitted or top-dose-only effect, or effect the other way, or a change in a side signal; inactive means no such curve, though single readings can be large or run the other way; the % refers to the polarisation
Target sequence (Q03164 whole entry, looked up): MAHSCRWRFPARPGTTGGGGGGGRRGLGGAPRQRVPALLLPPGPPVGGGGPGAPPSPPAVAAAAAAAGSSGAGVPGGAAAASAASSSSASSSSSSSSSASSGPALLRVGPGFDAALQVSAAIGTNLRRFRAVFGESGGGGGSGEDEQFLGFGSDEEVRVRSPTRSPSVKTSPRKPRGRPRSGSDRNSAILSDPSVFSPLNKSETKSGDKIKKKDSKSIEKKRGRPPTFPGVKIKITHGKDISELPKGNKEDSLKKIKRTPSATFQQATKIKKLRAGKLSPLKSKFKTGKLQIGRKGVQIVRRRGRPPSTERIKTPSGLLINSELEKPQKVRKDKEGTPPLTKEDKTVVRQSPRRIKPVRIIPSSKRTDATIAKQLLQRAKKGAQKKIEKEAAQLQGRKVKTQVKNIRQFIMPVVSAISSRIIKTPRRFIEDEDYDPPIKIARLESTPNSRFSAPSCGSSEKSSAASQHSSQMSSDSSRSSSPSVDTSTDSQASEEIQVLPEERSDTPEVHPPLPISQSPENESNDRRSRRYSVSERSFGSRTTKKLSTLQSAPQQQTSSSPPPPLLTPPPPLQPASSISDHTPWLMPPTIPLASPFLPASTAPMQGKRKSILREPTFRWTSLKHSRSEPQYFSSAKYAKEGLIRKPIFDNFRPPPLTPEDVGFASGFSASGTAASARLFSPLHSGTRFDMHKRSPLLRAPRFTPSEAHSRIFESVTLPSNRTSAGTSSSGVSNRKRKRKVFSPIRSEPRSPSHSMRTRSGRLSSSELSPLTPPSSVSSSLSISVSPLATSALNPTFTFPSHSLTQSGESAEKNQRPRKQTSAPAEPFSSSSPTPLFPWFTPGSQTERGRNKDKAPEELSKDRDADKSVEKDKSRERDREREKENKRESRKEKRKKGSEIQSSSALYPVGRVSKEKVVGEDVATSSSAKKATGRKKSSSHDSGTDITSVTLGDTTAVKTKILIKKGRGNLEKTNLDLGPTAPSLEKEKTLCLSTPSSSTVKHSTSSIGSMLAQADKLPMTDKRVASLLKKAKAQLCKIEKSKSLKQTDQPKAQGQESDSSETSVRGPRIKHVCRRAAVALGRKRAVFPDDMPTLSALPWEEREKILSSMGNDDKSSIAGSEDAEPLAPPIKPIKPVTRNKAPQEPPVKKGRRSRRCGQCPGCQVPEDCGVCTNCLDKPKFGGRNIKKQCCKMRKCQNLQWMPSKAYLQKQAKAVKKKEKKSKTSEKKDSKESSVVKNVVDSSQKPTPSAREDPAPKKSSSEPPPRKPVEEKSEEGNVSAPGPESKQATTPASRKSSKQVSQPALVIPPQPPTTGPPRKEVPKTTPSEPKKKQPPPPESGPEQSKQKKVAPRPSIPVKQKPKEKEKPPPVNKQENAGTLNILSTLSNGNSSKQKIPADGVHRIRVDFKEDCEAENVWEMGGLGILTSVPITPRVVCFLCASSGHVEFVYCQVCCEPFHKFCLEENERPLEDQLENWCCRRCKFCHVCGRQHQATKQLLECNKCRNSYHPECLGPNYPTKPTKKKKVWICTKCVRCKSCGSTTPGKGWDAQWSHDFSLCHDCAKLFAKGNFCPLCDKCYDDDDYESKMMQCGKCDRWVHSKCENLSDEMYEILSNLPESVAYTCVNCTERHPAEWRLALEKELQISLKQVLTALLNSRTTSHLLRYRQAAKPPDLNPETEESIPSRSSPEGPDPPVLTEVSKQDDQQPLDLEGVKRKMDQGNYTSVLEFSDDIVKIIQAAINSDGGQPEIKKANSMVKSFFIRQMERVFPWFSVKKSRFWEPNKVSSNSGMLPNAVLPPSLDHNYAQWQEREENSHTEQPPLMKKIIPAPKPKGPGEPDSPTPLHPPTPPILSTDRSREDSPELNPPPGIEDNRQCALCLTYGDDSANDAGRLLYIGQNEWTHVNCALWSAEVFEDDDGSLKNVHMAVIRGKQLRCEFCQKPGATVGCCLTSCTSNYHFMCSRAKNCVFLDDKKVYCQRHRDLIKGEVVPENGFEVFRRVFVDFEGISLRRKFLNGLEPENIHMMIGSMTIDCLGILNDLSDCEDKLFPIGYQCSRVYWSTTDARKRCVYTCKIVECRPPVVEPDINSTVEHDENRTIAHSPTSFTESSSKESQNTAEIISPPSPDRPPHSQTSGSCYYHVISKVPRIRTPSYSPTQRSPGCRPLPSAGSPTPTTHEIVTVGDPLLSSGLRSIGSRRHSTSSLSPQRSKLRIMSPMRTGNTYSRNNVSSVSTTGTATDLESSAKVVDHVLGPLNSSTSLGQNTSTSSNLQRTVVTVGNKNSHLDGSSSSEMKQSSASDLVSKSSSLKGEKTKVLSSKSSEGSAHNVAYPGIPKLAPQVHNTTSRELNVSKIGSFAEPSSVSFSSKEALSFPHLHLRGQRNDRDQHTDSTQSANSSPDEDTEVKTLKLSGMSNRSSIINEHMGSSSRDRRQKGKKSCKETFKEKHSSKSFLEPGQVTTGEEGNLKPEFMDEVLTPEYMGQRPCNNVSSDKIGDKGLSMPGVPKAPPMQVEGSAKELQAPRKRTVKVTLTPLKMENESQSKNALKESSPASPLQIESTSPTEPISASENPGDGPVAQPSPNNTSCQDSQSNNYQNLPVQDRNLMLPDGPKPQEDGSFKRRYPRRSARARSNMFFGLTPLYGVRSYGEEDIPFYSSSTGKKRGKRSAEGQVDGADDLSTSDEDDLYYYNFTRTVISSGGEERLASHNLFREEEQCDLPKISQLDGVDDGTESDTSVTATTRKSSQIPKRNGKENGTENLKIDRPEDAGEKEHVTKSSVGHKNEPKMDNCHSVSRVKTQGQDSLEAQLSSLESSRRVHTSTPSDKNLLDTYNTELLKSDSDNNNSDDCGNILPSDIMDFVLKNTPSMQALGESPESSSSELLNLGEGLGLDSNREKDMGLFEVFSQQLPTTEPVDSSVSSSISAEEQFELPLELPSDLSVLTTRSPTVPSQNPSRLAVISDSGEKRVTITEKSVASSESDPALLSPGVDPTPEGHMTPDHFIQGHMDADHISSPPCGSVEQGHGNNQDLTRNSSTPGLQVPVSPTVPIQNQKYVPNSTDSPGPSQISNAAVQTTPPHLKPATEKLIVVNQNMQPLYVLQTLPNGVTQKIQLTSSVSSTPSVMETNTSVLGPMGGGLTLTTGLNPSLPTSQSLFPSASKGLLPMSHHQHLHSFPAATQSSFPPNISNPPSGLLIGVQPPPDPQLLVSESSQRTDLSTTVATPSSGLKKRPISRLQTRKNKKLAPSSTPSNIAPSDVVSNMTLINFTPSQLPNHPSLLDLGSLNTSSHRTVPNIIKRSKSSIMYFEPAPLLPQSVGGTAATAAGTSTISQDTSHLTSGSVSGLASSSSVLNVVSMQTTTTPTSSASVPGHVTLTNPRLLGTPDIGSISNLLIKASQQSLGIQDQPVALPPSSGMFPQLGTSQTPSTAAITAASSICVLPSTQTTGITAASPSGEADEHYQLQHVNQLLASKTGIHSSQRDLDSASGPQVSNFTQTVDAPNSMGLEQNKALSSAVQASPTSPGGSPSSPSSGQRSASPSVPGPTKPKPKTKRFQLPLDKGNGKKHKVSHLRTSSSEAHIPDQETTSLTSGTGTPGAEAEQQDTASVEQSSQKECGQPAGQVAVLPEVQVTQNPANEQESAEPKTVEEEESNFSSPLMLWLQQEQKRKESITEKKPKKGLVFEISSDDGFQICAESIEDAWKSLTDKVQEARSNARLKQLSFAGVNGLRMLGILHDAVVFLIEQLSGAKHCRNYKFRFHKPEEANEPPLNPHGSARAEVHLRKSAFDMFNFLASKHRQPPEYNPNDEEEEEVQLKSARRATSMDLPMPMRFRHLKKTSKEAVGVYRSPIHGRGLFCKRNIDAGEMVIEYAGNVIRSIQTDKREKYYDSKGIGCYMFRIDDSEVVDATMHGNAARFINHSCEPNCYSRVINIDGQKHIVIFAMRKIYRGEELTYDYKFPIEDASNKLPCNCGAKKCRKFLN
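Purified MLL-CXXC (added from a 7 uM solution) was preincubated 5 min at ambient with pinned compounds in 50 mM Tris-HCl pH 7.5, 50 mM NaCl, 1 mM DTT, 0.05% BSA. Fluorescein-labeled HOX-A9 DNA (50 nM solution) followed, 30 min, then polarization read.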
FLuc modulator: firefly luciferase modulation, counter-screen for miR-21 project; P08659; Potency, µM (titrated, usually from 57.5 µM), for inactives: top-dose activity change, negative = inhibition, hits mostly inhibitors; purified FLuc, Km substrates, luminescence inhibition; hit rate 6.9% among 360,000;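 further: plate controls were vehicle for no effect and reference inhibitor for full effect; nearly all actives have a fitted effect of over 55% in size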
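Purified P. pyralis luciferase, 10 nM final, with Km-level 10 uM D-luciferin and 10 uM ATP in 50 mM Tris acetate pH 7.5, 10 mM Mg acetate, 0.01% Tween-20, 0.05% BSA; 6-point qHTS titration about 60 µM downward; luminescence read.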
p53 reactivation: mutant p53 re-activation in reporter cells | H1299 p53-A138V BP100-luciferase reporter, luminescence, 24 h | hit rate 0.063% among 320,000 | AID 504706 | Potency, µM (highest dose often 92.2 µM), inactives show top-dose activity change, positive = activation, most hits filed as activators; further: % of control where 0% means no effect; nearly all actives have a fitted effect of over 45% in size
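p53-null H1299 cells stably carrying temperature-sensitive p53-A138V and a BP100-luciferase reporter were pinned with compounds (4-point, 1:5 series) and held 24 hrs at 37 deg C. Luminescence was read 10 min after detection reagent.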
RORgamma inh: inhibitors of mouse ROR gamma transcriptional activity; Drosophila S2 Gal4-RORgamma UAS-luciferase reporter, 20 h; P51450; Potency, µM (top dose mostly 53.6 µM), for inactives: at the highest dose activity change, negative = inhibition, hits mostly inhibitors; hit rate 5.4% among 310,000; further: on the % scale 0 is the no-effect control and ±100 the full control effect; nearly all actives have a fitted effect of over 60% in size
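ROR gamma transcriptional activity was tracked as Gal4-UAS luciferase output in stably transfected Drosophila Schneider cells, with compound added 1 hr before 700 uM copper sulfate induction and a 20 hr ambient-temperature incubation.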
ELG1 genotoxic: genotoxicity induction in ELG1-luciferase HEK293T cells. hit rate 1.3% among 330,000. HEK293T ELG1-luciferase reporter, luminescence, 16 h. AID 504466. Potency, µM (doses to about 46 µM), without a hit: at the top dose activity change, positive = activation, actives largely listed as activators; further: % of control where 0% means no effect; nearly all actives have a fitted effect of over 60% in size
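16 hr compound incubation (37 °C, 5% CO2) of HEK293T cells carrying luciferase-tagged ELG1; luciferase then measured by ONE-Glo luminescence after 30 min at RT.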
VP16 counter: Gal4-VP16 reporter inhibition counter-screen | Potency, µM (top dose mostly 53.6 µM), without a hit: at the top dose activity, negative = inhibition, usual class: inhibitors | hit rate 3.5% among 310,000 | Drosophila S2 Gal4-VP16 UAS-luciferase, luminescence, 20 h;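 further: Gal4-VP16 expression switched on by copper sulfate through the metallothionein promoter; on the % scale 0 is the no-effect control and ±100 the full control effect; nearly all actives have a fitted effect of over 50% in size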
uPA generation: cell surface uPA generation inhibition; cell surface uPA generation assay, qHTS; Potency, µM (doses to about 38.3 µM), for the others: at the top dose activity change, negative = inhibition, hits mostly inhibitors; hit rate 0.31% among 330,000; AID 540303; active means well fitted inhibition curve with a large enough effect; inconclusive means small, poorly fitted or top-dose-only effect; inactive means no such curve, though single readings can be large or run the other way; tested in mouse RAW 264.7 cells; further: on the % scale 0 is the no-effect control and ±100 the full control effect; nearly all actives have a fitted effect of over 55% in size
Active calls of the source: *; ? = inconclusive; / = not tested or not shown; & = joins results of further samples; [ ] = dose if it differs, or a comment. Unless noted, the call rests on the fitted dose curve; in most records, active means well fitted curve in the direction sought with a large enough effect; inconclusive means small, poorly fitted or top-dose-only effect, or another doubt; inactive means no such curve, though single readings can be large; an effect the other way counts as inactive or inconclusive. Potency means the concentration at half of the fitted maximal effect. Only part of the results is shown. The share of hits here may be higher or lower than overall.

SMILES	MBNL1-CUG inh	NPC1 prom act	Rab9 promoter act	BRCA1 expr act	MLL CXXC-DNA inh	FLuc modulator	p53 reactivation	RORgamma inh	ELG1 genotoxic	VP16 counter	uPA generation
COCCN(C(=O)COC(=O)c1nc(Cl)ccc1Cl)c1c(N)n(Cc2ccccc2)c(=O)[nH]c1=O	/	-1.3%	1.1%	-8.1%	/	-1.2%	-4.1%	/	0.3%	/	2.0%
CN1CCN(CC(=O)Nc2cccc([N+](=O)[O-])c2)CC1	?	0.8%	-0.6%	19.2%	-1.0%	1.7%	-1.7%	3.5%	1.7%	-5.0%	10.6%
COc1ccccc1N1CCN(C(c2cccs2)C(C)NC(=O)c2ccncc2)CC1 (stereo not drawn)	-5.1%	-7.7%	-6.9%	-22.8%	-11.4%	-2.8%	-2.9%	-53.3%	1.3%	15.0%	19.1%
COCCNC(=O)CCC(=O)NNc1nc2ccccc2c2nc(C)nn12	-6.0%	-0.4%	-9.1%	15.7%&12.8%	-20.1%	4.2%&-2.9%	-2.2%	-32.2%	1.1%	0.7%	-4.3%
CC1CCC(NC(=O)c2cc(S(=O)(=O)N(C)C)ccc2N2CCCC2)CC1 (stereo not drawn)	/	3.8%	-0.6%	20.3%	/	-2.5%	22.8%	/	4.9%	/	-5.4%
O=C(Nc1ccccn1)c1ccc(Cl)s1	-6.8%	2.24µM*	3.98µM*	?	?	?	?	-8.5%	?	-3.2%	-16.7%
Cc1occc1-c1nnc(SCC(=O)c2c[nH]c3ccccc23)n1C	-9.4%	-6.7%	4.6%	14.0%	-5.4%	-2.8%	4.1%	6.4%	-0.3%	14.4%	0.3%
CCn1nccc1C(=O)Nc1ccc(Cl)cc1Cl	-2.0%	2.5%	13.5%	10µM*	6.7%	?	7.0%	42.6%	6.2%	?	-25.5%
COc1cccc(S(=O)(=O)NCC(=O)Nc2ccc(C(C)(C)C)cc2)c1	1.8%	0.4%	-2.9%	-31.3%	-8.1%	?	6.9%	?	-5.0%	-22.7%	3.1%
CC1CCN(C2CCN(S(=O)(=O)c3ccc(F)cc3)CC2)CC1	6.0%	-2.1%	-6.2%	6.4%	-0.7%	-1.7%	1.0%	-19.9%	-1.4%	3.4%	1.5%
COc1ccc(OC)c(S(=O)(=O)NCc2cccnc2)c1	0.6%	-0.1%	0.3%	2.1%	-0.7%	1.1%	15.8%	-10.3%	-5.7%	6.4%	3.3%
O=C(O)C1C2CCC(O2)C1C(=O)Nc1ccccc1Br (stereo not drawn)	-1.7%	-0.9%	-1.0%	26.1%	0.5%	0.5%	?	-11.2%	4.6%	-7.5%	?
COc1ccc(Cl)cc1C(=O)Nc1ccccc1N1CCN(C(=O)C(C)C)CC1	12.7%	-3.3%	-11.3%	-105.1%[inhibitor]	6.8%	-1.8%	-12.5%	-2.2%	-22.5%	-0.8%	0.8%
CCOc1ccc(C=NCC(O)c2ccccc2)cc1 (stereo not drawn)	7.4%	0.5%	-3.3%	-2.8%	37.7%	0.0%	-0.8%	4.9%	0.3%	2.6%	-0.1%
CC(Cc1c[nH]c2ccccc12)C(=O)O (stereo not drawn)	?	1.4%	0.9%	6.7%	11.5%	-10.0%	-1.0%	-17.0%	-0.7%	-4.0%	4.9%
COc1ccc(C(=O)NC2CCCc3ccccc32)cc1OC1CCN(C(C)=O)CC1 (stereo not drawn)	-2.4%	2.1%	0.1%	-8.7%	51.7%[activator]	7.3%	-3.2%	11.2%	-5.0%	2.9%	2.7%
O=C(CN1C(=O)COc2ccc(S(=O)(=O)N3CCCC3)cc21)Nc1cccc(F)c1	-0.6%	3.5%	-2.9%	-4.4%	-12.7%	3.3%	-15.5%	3.2%	0.2%	4.4%	4.7%
CC(=O)OCC1=C(C(=O)O)N2C(=O)C(NC(=O)Cn3nc(C(F)F)c(Cl)c3C)C2SC1 (stereo not drawn)	-9.0%	-0.5%	-8.3%	0.4%	-5.8%	4.1%	-1.7%	-27.6%	3.1%	1.2%	-0.3%
Cc1c(Cl)cccc1Nc1nc(N)nc(CSc2ncccn2)n1	-1.2%	22.7%	?	10µM*	0.2%	?	9.0%	?	16.4µM*	20.6%	/
CCc1nc(SCC(=O)Nc2ccc(Br)cn2)n[nH]1	0.5%	-4.7%	18.5%	/	6.3%	0.7%	-0.6%	-24.7%	8.3%	-3.2%	/
CCNC(=S)N1CCN(c2ccc([N+](=O)[O-])cc2)CC1	?	1.1%	-0.8%	-22.7%	1.1%	5.5%	-1.8%	?	-3.7%	-2.6%	-2.3%
CCn1c(SCC(N)=O)nnc1-c1ccc2c(c1)OCO2	-6.2%	0.2%	-0.8%	-14.5%	9.3%	-1.4%	0.5%	-1.2%	5.7%	-0.1%[10 µM]	6.3%
Cc1ccc(S(=O)(=O)NCCC(=O)Nc2nnc(C)s2)cc1	-7.0%	/	/	5.1%	0.3%	2.7%	/	-8.8%	/	19.2%	0.7%
CN(C=O)CP(=O)(O)CN1CCCCC1	-6.6%	-5.5%	-3.9%	/	1.7%	-0.1%	-5.6%	5.9%	-1.6%	?	/
COc1cccc(CN(C)CC(=O)Nc2cccc(C(F)(F)F)c2)c1OC	-0.9%	-1.8%	0.7%	-24.1%	1.4%	5.2%	1.5%	12.3%	7.7%	5.0%	3.2%
CCn1c(SCc2cccc(OC)c2)nc2ccccc2c1=O	-1.5%	0.7%	-2.2%	-13.8%	1.2%	-2.1%	1.4%	-34.4%	-9.2%	10.4%	-3.4%
Cc1nn(-c2ccccc2)c(C)c1/C=C/C(=O)OCC(=O)N(C)C1CCS(=O)(=O)C1 (stereo not drawn)	1.2%	-7.0%	-3.0%	-2.9%	?	-1.1%	5.2%	17.1%	0.1%	-0.1%[10 µM]	-1.8%
COc1cccc(CN2CCN(C3CCN(c4cccc(C)c4C)CC3)CC2CCO)c1 (stereo not drawn)	4.2%	-2.9%	-15.5%	-37.3%	11.1%	2.7%	0.4%	-0.9%	-15.5%	-6.0%	-9.5%
O=C(NC(=S)Nc1cccc2c(O)cccc12)c1ccccc1[N+](=O)[O-]	11.3%	-3.5%	5.0%	-22.1%	4.8%	3.7%	0.9%	?	-6.3%	?	2.3%
Cc1ccc(-c2csc3ncnc(SCC(N)=O)c23)cc1	-0.5%	-2.1%	0.1%	-23.3%	14.5%	-0.7%	-4.4%	1.58µM*	-4.6%	-20.7%[10 µM]	-7.5%
COC(=O)c1ccc(CSc2nnc(-c3ccncc3)o2)cc1	-9.7%	-4.9%	4.7%	24.9%	25.5%	-0.8%	2.8%	-2.7%	-2.2%	1.2%	-2.0%
CCc1cc2c(=O)c(-c3nc4ccccc4[nH]3)coc2c(CN2CCCCC2C)c1O (stereo not drawn)	/	-0.8%	-1.5%	5.8%	-28.9%	-1.2%	-3.4%	-23.6%	-7.7%	1.9%	-5.8%
Cn1c(CNC(=O)c2ccccc2F)nnc1SCC(=O)Nc1nnc(C2CC2)s1	1.3%	-1.6%	0.6%	-3.4%	36.4%	1.1%	1.8%	-17.9%	-5.2%	6.1%	1.4%
COc1ccccc1NC(=S)NNC(=O)c1ccc(Cl)cc1Cl	-9.5%	11.7%	27.7%	-0.2%	0.0%	10.7µM*	?	12.6µM*	4.2%	?	-2.4%
O=C(Nc1cc(C(F)(F)F)ccc1N1CCOCC1)c1ccc(F)cc1	6.5%	1.7%	-1.1%	-26.3%	-0.8%	5.9%[2.3 µM]	7.8%	-4.4%	-5.0%	-1.5%	1.9%
CCCOc1ccc(-c2nc(C#N)c(NCC3CCCO3)o2)cc1 (stereo not drawn)	3.0%	-0.3%	-6.3%	-27.2%	-13.5%	?	-1.4%	23.0%	1.9%	-9.4%	/
Cn1cccc1-c1cc(C(=O)N/N=C/C=C/c2ccccc2)[nH]n1	?	-2.6%	15.0%	-28.0%	24.3%	?	-1.9%	5.01µM*	-5.2%	?	-5.6%
Cc1cccc(N(C)C(=O)CN2C(=O)COc3ccc(S(=O)(=O)N4CCCCCC4)cc32)c1	-7.0%	-1.4%	-3.9%	-12.3%	-1.7%	1.9%&1.6%	-19.0%	-41.4%	-7.1%	-1.8%	?
CSc1ccccc1NC(=O)C(=O)c1c[nH]c2ccccc12	7.8%	25.8%	?	-7.8%	1.4%	15.1µM*	10.4%	-1.1%	12.3%	?	10.7%
Cc1cc(C(=O)COc2ccccc2Cl)c(C)n1C1CC1	/	?	?	12.6µM*	/	?	?	/	8.2%	/	-2.4%
COCCCN(C(=O)Nc1ccc(C)c(C)c1)C(C)c1ccccn1 (stereo not drawn)	1.8%	-1.4%	-1.1%	3.9%	6.7%	-1.2%	-0.9%	12.0%	1.2%	13.3%	/
